TLR9-MyD88 block: inhibitors of TLR9-MyD88 association in cells, primary screen, cell-based, CHO, BLA complementation, fluorescence; CCF4 FRET ratio; inhibition, % at 4.98 µM; 340,000 tested, 0.21% active; AID 504734, 2011;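 active = inhibition above the mean over all tested compounds plus 3 SD, cut at about 21% in these data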;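 note: 0% = DMSO only wells and 100% = clavulanate BLA inhibitor control wells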
MC4R antagonist: MC4R antagonists of cAMP signaling, primary screen, cell-based, TR-FRET, antagonist arm of biased-ligand search; inhibition, % at 6.5 µM; MC4R-expressing cells, MTII-stimulated cAMP, LANCE TR-FRET; 360,000 tested, 0.48% active; AID 540295, 2011;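 active = inhibition above its plate's cutoff, the mean of tested wells on that plate plus 3 SD, cut at about 29% in these data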;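 note: 0% = Melanotan II alone and 100% = Melanotan II plus saturating MCL0020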
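Test system: U2OS cells stably expressing human melanocortin 4 receptor (MC4R); also added: Melanotan II challenge; compound: 6.5 µM single dose; timing: 30-min compound preincubation, 1-h Melanotan II challenge, 1-h detection, room temperature; signal: Eu-cAMP/anti-cAMP TR-FRET, emission 671 nm; repeats: one well per compound, no replicates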
ABCB6 inh 2: ABCB6 transporter inhibitors, primary screen, K562-ABCB6 cells, flow cytometry, MLPCN library | K562-ABCB6 porphyrin accumulation, 1 h; active compounds read low | ATP-binding cassette sub-family B member 6 (Homo sapiens), Q9NP58 | fluorescence ratio to DMSO, % at 10 µM | 360,000 tested, 0.19% active;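 active = fluorescence ratio to DMSO below 75%, the collection mean minus 3 SD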;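 note: signal is porphyrin accumulated inside mitochondria; 100% equals median channel fluorescence of DMSO control wells; lower ratio means ABCB6 inhibition with less porphyrin fluorescence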
Target sequence (Q9NP58 whole entry, looked up): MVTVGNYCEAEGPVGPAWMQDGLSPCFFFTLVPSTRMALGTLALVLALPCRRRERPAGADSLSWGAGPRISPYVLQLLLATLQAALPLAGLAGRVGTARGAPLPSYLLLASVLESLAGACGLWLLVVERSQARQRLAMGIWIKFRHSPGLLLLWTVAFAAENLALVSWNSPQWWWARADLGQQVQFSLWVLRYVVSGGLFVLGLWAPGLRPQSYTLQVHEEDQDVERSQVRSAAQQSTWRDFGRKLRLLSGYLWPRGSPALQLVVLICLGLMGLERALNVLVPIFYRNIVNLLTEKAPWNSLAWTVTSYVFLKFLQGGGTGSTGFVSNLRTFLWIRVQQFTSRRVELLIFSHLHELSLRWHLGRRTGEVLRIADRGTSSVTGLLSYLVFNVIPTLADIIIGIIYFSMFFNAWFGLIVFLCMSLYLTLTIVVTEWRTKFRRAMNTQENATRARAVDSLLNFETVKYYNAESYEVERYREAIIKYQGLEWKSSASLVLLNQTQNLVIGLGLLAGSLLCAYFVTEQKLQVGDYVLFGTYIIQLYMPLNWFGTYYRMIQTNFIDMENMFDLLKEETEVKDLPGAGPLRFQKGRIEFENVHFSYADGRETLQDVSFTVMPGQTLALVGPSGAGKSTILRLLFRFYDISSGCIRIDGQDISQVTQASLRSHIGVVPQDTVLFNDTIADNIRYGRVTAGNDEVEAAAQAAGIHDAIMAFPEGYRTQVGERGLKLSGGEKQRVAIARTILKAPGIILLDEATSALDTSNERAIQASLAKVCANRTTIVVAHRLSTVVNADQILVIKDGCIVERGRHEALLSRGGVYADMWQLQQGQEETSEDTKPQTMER
m5-HT2A agonist: mouse Htr2a agonists via beta-arrestin recruitment, primary screen, cell-based, luminescence | CHO-K1 mHTR2A beta-arrestin complementation; percent of 30 µM serotonin response | activation, % at 7.6 µM | 360,000 tested, 0.66% active | AID 624169, 2012;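 active = activation above a run cutoff, the mean activation of all tested compounds plus 3 SD, cut at about 14% in these data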;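 note: 0% = plate median of compound wells and 100% = 30 µM serotonin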
NOD2 RIPK2 PPI: NOD2-RIPK2 binding disruptors in cells, primary screen, fluorescence, CHO cells, BLA complementation; Receptor-interacting serine/threonine-protein kinase 2 (Homo sapiens), O43353; CCF4 ratio; inhibition, % at 4.98 µM; 360,000 tested, 0.38% active; AID 624267, 2012; in the data active = inhibition above about 21%;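 note: 0% = vehicle only and 100% = reference blocker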
NCOA2 inhibitor: inhibition of GAL4-SRC2 driven luciferase reporter, primary screen, SRC2 inhibitor project, cell-based, luminescence; AID 651957, 2012; 370,000 tested, 0.17% active; HEK293 GAL4-SRC2 luciferase reporter; inhibition, % at 9 µM;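 active = inhibition above the mean inhibition of all tested compounds plus 3 SD, set per campaign, cut at about 52% in these data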;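 note: 0% = DMSO treated cells and 100% = cells given Gossypol at 36 µM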
MC4R barr agon: MC4R agonists recruiting beta-arrestin, primary screen, cell-based, luminescence, agonist arm of biased-ligand search. AID 540308, 2011. U2OS MC4R beta-arrestin complementation; percent of melanotan II response, DMSO zero. 360,000 tested, 0.98% active. Melanocortin receptor 4 (Homo sapiens), P32245. activation, % at 8.9 µM;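 active = activation above a per-plate cutoff, the mean activation of sample wells on that plate plus 3 SD, cut at about 8% in these data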
H9c2 protect: cardioprotection against H2O2-induced cell death, primary screen, uHTS, H9c2 cells, ATPLite luminescence; H9c2 cardiomyocytes, H2O2 injury protection, 2 h; protection from H2O2 cell death, % at 20 µM; 360,000 tested, 0.63% active; AID 588492, 2011;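 active = compounds giving at least 50% protection of heart cells from peroxide-induced death in the single-dose screen, raw or plate-pattern-corrected value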;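 note: 0% = DMSO wells with peroxide and 100% = DMSO wells without peroxide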
ABHD5-PLIN5 inh: ABHD5-PLIN5 interaction inhibitors, primary screen, cell lysate, split luciferase complementation, luminescence; Perilipin-5 (Homo sapiens) + 1-acylglycerol-3-phosphate O-acyltransferase ABHD5 (Homo …; 360,000 tested, 0.78% active; AID 602281, 2012; Split G. princeps luciferase complementation, 4 h; inhibition, % at 4 µM;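 active = inhibition above the mean inhibition across every tested compound plus 3 SD, cut at about 22% in these data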;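 note: 0% = DMSO only wells and the 100% control is not disclosed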
N-glyco inh: increase of ERlucT glycosylation luciferase signal, primary screen, N-linked glycosylation inhibitor project, D54 ERlucT cells, luminescence, set 2; 360,000 tested, 0.23% active; D54 ERlucT glycosylation luciferase reporter, 24 h; percent of 100 nM tunicamycin response; reporter increase, % at 12.5 µM;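 active = mean luciferase reporter signal, scaled so untreated is 0 and the glycosylation-blocking control 100, at or above a set limit in every replicate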;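 note: luciferase carries N-glycosylation sites so blocking glycosylation raises the light; 0% = median of neutral control wells and 100% = median of 100 nM tunicamycin wells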
Starred values were filed as active, the others as inactive. This is a subset; the hit share may differ from the screen's.

COc1ccc(S(=O)(=O)N(C)C[C@H]2OCCCC[C@@H](C)Oc3ccc(NC(=O)CCC(F)(F)F)cc3C(=O)N([C@H](C)CO)C[C@@H]2C)cc1 was read as TLR9-MyD88 block -1, MC4R antagonist 12, ABCB6 inh 2 102, m5-HT2A agonist 1, NOD2 RIPK2 PPI -16, NCOA2 inhibitor -7, MC4R barr agon 0.8, H9c2 protect 0, ABHD5-PLIN5 inh 4 and N-glyco inh 0.
For COc1ccc(/C=C/C(=O)N2CCN(c3ccccn3)CC2)c2ccccc12 the results were TLR9-MyD88 block -6, MC4R antagonist -2, ABCB6 inh 2 96, m5-HT2A agonist -6, NOD2 RIPK2 PPI -1, NCOA2 inhibitor -8, MC4R barr agon 0.5, H9c2 protect 21, ABHD5-PLIN5 inh 4 and N-glyco inh 0.
For COc1ccc(C2=NS(=O)(=O)N(C)C(C(=O)N(C)Cc3ccccc3)=C2)cc1 the results were TLR9-MyD88 block -4, MC4R antagonist 3, ABCB6 inh 2 98, m5-HT2A agonist 2, NOD2 RIPK2 PPI -13, NCOA2 inhibitor 9, MC4R barr agon 1.7, H9c2 protect 5, ABHD5-PLIN5 inh 5 and N-glyco inh 4.
`CC(=O)c1c(C)[nH]c(C)c1C(C)=O` gave TLR9-MyD88 block -11, MC4R antagonist 1, ABCB6 inh 2 94, m5-HT2A agonist -1, NOD2 RIPK2 PPI -7, NCOA2 inhibitor 22, MC4R barr agon 0.9, H9c2 protect -3, ABHD5-PLIN5 inh 8 and N-glyco inh 1.
CC(C)NS(=O)(=O)c1ccc(NC(=O)c2cccnc2)cc1 was read as TLR9-MyD88 block -3, MC4R antagonist 5, ABCB6 inh 2 102, m5-HT2A agonist 2, NOD2 RIPK2 PPI -4, NCOA2 inhibitor -11, MC4R barr agon -0.3, H9c2 protect -12, ABHD5-PLIN5 inh -8 and N-glyco inh 1.
For COc1ccc(Cl)cc1C(=O)Nc1ccc(OCC(=O)N2CCOCC2)cc1 the results were TLR9-MyD88 block 4, MC4R antagonist -4, ABCB6 inh 2 94, m5-HT2A agonist 0, NOD2 RIPK2 PPI -39, NCOA2 inhibitor -7, MC4R barr agon 0.8, H9c2 protect 3, ABHD5-PLIN5 inh 14 and N-glyco inh 2.
Screening COc1cccc(/C=N/NC(=O)CC(=O)NCCc2ccc(OC)c(OC)c2)c1 returned TLR9-MyD88 block -6, MC4R antagonist 5, ABCB6 inh 2 99, m5-HT2A agonist -6, NOD2 RIPK2 PPI -7, NCOA2 inhibitor -2, MC4R barr agon 0.7, H9c2 protect -5, ABHD5-PLIN5 inh 1 and N-glyco inh 1.
O=C(O)CC1S/C(=N/N=C/C=C/c2ccccc2[N+](=O)[O-])NC1=O (stereo not given) was read as TLR9-MyD88 block 1, MC4R antagonist -15, ABCB6 inh 2 100, m5-HT2A agonist -1, NOD2 RIPK2 PPI 0, NCOA2 inhibitor 1, MC4R barr agon -2.8, H9c2 protect -6, ABHD5-PLIN5 inh -2 and N-glyco inh 5.
For Cc1cc(C(=O)NNC(=O)/C=C/c2ccccc2Cl)c(C)o1 the results were TLR9-MyD88 block -2, MC4R antagonist 1, ABCB6 inh 2 100, m5-HT2A agonist 3, NOD2 RIPK2 PPI -10, NCOA2 inhibitor 10, MC4R barr agon -3.2, H9c2 protect 1, ABHD5-PLIN5 inh 7 and N-glyco inh 1.
Screening CCc1ccc(OC)c(S(=O)(=O)N2CCN(C(=O)c3ccco3)CC2)c1 returned TLR9-MyD88 block -3, MC4R antagonist 4, ABCB6 inh 2 101, m5-HT2A agonist 1, NOD2 RIPK2 PPI 9, NCOA2 inhibitor 14, MC4R barr agon -2.2, H9c2 protect 10, ABHD5-PLIN5 inh 0 and N-glyco inh -2.
For COc1cc2cc(C(c3nnnn3C(C)(C)C)N3CCc4ccccc43)c(=O)[nH]c2cc1OC (stereo not given) the results were TLR9-MyD88 block -6, MC4R antagonist -5, ABCB6 inh 2 100, m5-HT2A agonist 1, NOD2 RIPK2 PPI -5, NCOA2 inhibitor 15, MC4R barr agon -1.4, H9c2 protect 4, ABHD5-PLIN5 inh -16 and N-glyco inh -1.
CCCNC(=O)c1nc(C)n(-c2cc(Cl)ccc2Cl)n1 was read as TLR9-MyD88 block 6, MC4R antagonist 15, ABCB6 inh 2 103, m5-HT2A agonist -1, NOD2 RIPK2 PPI -6, NCOA2 inhibitor -11, MC4R barr agon -2.0, H9c2 protect 2, ABHD5-PLIN5 inh -1 and N-glyco inh 0.
For Cc1ccccc1C(=O)NCCN1CCOCC1 the results were TLR9-MyD88 block 7, MC4R antagonist 1, ABCB6 inh 2 100, m5-HT2A agonist 2, NOD2 RIPK2 PPI 0, NCOA2 inhibitor 6, MC4R barr agon -3.4, H9c2 protect 9, ABHD5-PLIN5 inh -1 and N-glyco inh 1.
Screening CCCCN(C)CCCNC(=O)c1ccc(N2CCCC2=O)cc1 returned TLR9-MyD88 block 1, MC4R antagonist 11, ABCB6 inh 2 89, m5-HT2A agonist 3, NOD2 RIPK2 PPI -5, NCOA2 inhibitor -12, MC4R barr agon 0.9, H9c2 protect 0, ABHD5-PLIN5 inh 0 and N-glyco inh 0.
`O=C(CCN1C(=O)S/C(=C/c2ccc(Cl)cc2)C1=O)N1CCOCC1` gave TLR9-MyD88 block 8, MC4R antagonist 5, ABCB6 inh 2 104, m5-HT2A agonist 4, NOD2 RIPK2 PPI -6, NCOA2 inhibitor 15, MC4R barr agon -1.8, H9c2 protect -11, ABHD5-PLIN5 inh -7 and N-glyco inh 1.
`C[C@@H]1CN([C@@H](C)CO)C(=O)CCCn2cc(nn2)CO[C@H]1CN(C)S(=O)(=O)c1ccc(Cl)cc1` gave TLR9-MyD88 block -15, MC4R antagonist 2, ABCB6 inh 2 102, m5-HT2A agonist 2, NOD2 RIPK2 PPI -14, NCOA2 inhibitor 8, MC4R barr agon 0.1, H9c2 protect 8, ABHD5-PLIN5 inh 3 and N-glyco inh 3.
Screening Cc1ccc2c(c1)N(CCC(=O)NCCN1CCOCC1)C(=O)CO2 returned TLR9-MyD88 block -9, MC4R antagonist 7, ABCB6 inh 2 99, m5-HT2A agonist 1, NOD2 RIPK2 PPI -1, NCOA2 inhibitor -7, MC4R barr agon -1.8, H9c2 protect 3, ABHD5-PLIN5 inh 2 and N-glyco inh 2.
Screening O=S(=O)(c1cccc(-c2n[nH]c(=S)n2C2CCCC2)c1)N1CCOCC1 returned TLR9-MyD88 block -6, MC4R antagonist 6, ABCB6 inh 2 93, m5-HT2A agonist 1, NOD2 RIPK2 PPI -5, NCOA2 inhibitor 16, MC4R barr agon -3.4, H9c2 protect -8, ABHD5-PLIN5 inh 0 and N-glyco inh -2.
Screening CC(C)(C)C(=O)Nc1ccc(S(=O)(=O)NC2=NCCCCC2)cc1 returned TLR9-MyD88 block -6, MC4R antagonist 2, ABCB6 inh 2 99, m5-HT2A agonist -1, NOD2 RIPK2 PPI -8, NCOA2 inhibitor 11, MC4R barr agon 0.5, H9c2 protect -5, ABHD5-PLIN5 inh 9 and N-glyco inh -1.
`CCOc1ccc(-c2nc[nH]c2[N+](=O)[O-])cc1` gave TLR9-MyD88 block -2, MC4R antagonist 2, ABCB6 inh 2 95, m5-HT2A agonist 0, NOD2 RIPK2 PPI 2, NCOA2 inhibitor 7, MC4R barr agon -2.0, H9c2 protect 1, ABHD5-PLIN5 inh 1 and N-glyco inh 1.
`Cc1ccc(N(Cc2ccc(C(=O)NN=C3CCN(C)CC3)cc2)S(C)(=O)=O)cc1C` gave TLR9-MyD88 block -2, MC4R antagonist -1, ABCB6 inh 2 91, m5-HT2A agonist -2, NOD2 RIPK2 PPI -2, NCOA2 inhibitor 10, MC4R barr agon -0.8, H9c2 protect 0, ABHD5-PLIN5 inh 3 and N-glyco inh 0.
For CCOC(=O)N1CCC(NC(=O)CSCc2nc(-c3ccc(OCC)cc3)oc2C)CC1 the results were TLR9-MyD88 block -5, MC4R antagonist 4, ABCB6 inh 2 101, m5-HT2A agonist 6, NOD2 RIPK2 PPI 5, NCOA2 inhibitor 16, MC4R barr agon 1.0, H9c2 protect -6, ABHD5-PLIN5 inh -3 and N-glyco inh 1.
For CCCCC(=O)O the results were MC4R antagonist 5, ABCB6 inh 2 105, m5-HT2A agonist 0, NOD2 RIPK2 PPI -5, MC4R barr agon 1.9, H9c2 protect 0, ABHD5-PLIN5 inh 0 and N-glyco inh 1.
COc1ccc2[nH]cc(CCNC(=O)c3ccco3)c2c1 was read as TLR9-MyD88 block -4, MC4R antagonist 1, ABCB6 inh 2 96, m5-HT2A agonist 3, NOD2 RIPK2 PPI -6, NCOA2 inhibitor 1, MC4R barr agon 0.4, H9c2 protect 3, ABHD5-PLIN5 inh 6 and N-glyco inh 3.
NC(=O)c1nn2c(C(F)(F)F)cc(-c3ccccc3)nc2c1Br was read as TLR9-MyD88 block 2, MC4R antagonist -2, ABCB6 inh 2 103, m5-HT2A agonist -2, NOD2 RIPK2 PPI 0, NCOA2 inhibitor -46, MC4R barr agon -0.7, H9c2 protect 1, ABHD5-PLIN5 inh 0 and N-glyco inh 5.
Screening O/N=C1/CCSc2ccccc21 returned TLR9-MyD88 block 4, MC4R antagonist 4, ABCB6 inh 2 103, m5-HT2A agonist 2, NOD2 RIPK2 PPI -19, NCOA2 inhibitor -8, MC4R barr agon -0.1, H9c2 protect 13, ABHD5-PLIN5 inh -3 and N-glyco inh 3.
Screening COc1ccc([C@H]2CC(=O)C=C(c3ccc(-c4ccccc4)c(F)c3)C2)cc1 returned TLR9-MyD88 block -12, MC4R antagonist 0, ABCB6 inh 2 100, m5-HT2A agonist 2, NOD2 RIPK2 PPI 0, NCOA2 inhibitor -1, MC4R barr agon -1.7, H9c2 protect 0, ABHD5-PLIN5 inh 0 and N-glyco inh -2.
For CCc1ccc(NC(=O)c2ccc3c(c2)C(=O)N(CCOC)C3Nc2ccc(CC)cc2)cc1 (stereo not given) the results were TLR9-MyD88 block -4, MC4R antagonist 1, ABCB6 inh 2 98, m5-HT2A agonist 0, NOD2 RIPK2 PPI 1, NCOA2 inhibitor -15, MC4R barr agon 12*, H9c2 protect 13, ABHD5-PLIN5 inh -11 and N-glyco inh 3.

High-throughput results from PubChem BioAssay.
